TPT1 inh – Candida albicans TPT1 enzyme inhibitors, primary screen, biochemical, fluorescence polarization; AID 1962, 2009; inhibition, % at 5 µM; recombinant caTPT1, FP RNA substrate dephosphorylation; 300,000 compounds, 0.81% hits; tRNA 2'-phosphotransferase TPT1 (Candida albicans SC5314);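 active = inhibition above the mean of all tested compounds plus 3 SD, set per screening campaign, cut at about 24% in these data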;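 also: plate controls were DMSO alone for no effect and ferristatin control at 100 nM for full effect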
PAFAH2 FP inh – PAFAH2 enzyme inhibitors, primary screen, biochemical, fluorescence polarization, human | 340,000 compounds, 0.99% hits | inhibition, % at 3.39 µM | recombinant PAFAH2, FP-rhodamine activity probe | Platelet-activating factor acetylhydrolase 2, cytoplasmic (Homo sapiens), Q99487 | AID 492956, 2010;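 active = inhibition above the mean over all tested compounds plus 3 SD, cut at about 30% in these data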;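 also: inhibitors block probe labeling of enzyme so polarization drops; 0% = enzyme with DMSO and 100% = wells lacking PAFAH2 protein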
procasp3 activ – activators of human procaspase-3 D3A mutant, primary screen, biochemical, absorbance, PC-3 D3A mutant, single concentration. activation, % at 8.5 µM. Caspase-3 (Homo sapiens), P42574. recombinant procaspase-3 D3A, Ac-DEVD-pNA absorbance 405 nm. 330,000 compounds, 0.11% hits;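 active = activation above the mean of all tested compounds plus 3 SD, cut at about 21% in these data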;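 also: 0% = DMSO alone and 100% = DMSO wells spiked with extra 5 µM PC-3 D3A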
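material = Procaspase-3 D3A mutant | probe or stimulus = Ac-DEVD-pNA | compound = single dose, 8.5 µM nominal compound, 0.8% DMSO | timing = 1 h preincubation, 2 h reaction | measured by = 405 nm absorbance of p-nitroaniline, reads at 0 and 120 min | benchmarks = DMSO-only low control, 5 µM PC-3 D3A high control | repeats = singlicate, each compound tested once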
procasp7 counter – procaspase-7 activators, primary screen, counter-screen for procaspase-3 activator project, biochemical, absorbance, HTS, human. Caspase-7 (Homo sapiens), P55210. recombinant procaspase-7, Ac-DEVD-pNA absorbance 405 nm; D23A/D198A/D206A triple mutant, cannot self-cleave; scale: DMSO 0, 5 µM enzyme 100. activation, % at 8.5 µM. 330,000 compounds, 0.093% hits. AID 463210, 2010;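 active = percent activation above the screen-wide mean plus 3 SD, cut at about 25% in these data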
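System: Procaspase-7 triple mutant (PC-7 D3A); measure: % activation from two-timepoint absorbance difference, scaled to controls; times: 1 h compound preincubation, 2 h substrate cleavage, 25 °C; also added: Ac-DEVD-pNA substrate, 400 µM as added; measured by: Epi-absorbance of released pNA at 405 nm, two timepoints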
HCV core dimer – inhibitors of HCV core protein dimerization, primary screen, biochemical, TR-FRET, high-throughput; TR-FRET GST/Flag-core106 dimerization, 1536-well; inhibition, % at 5 µM; AID 1899, 2009; 300,000 compounds, 0.33% hits;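 active = inhibition above the mean of all tested compounds plus 3 SD, set per screening campaign, cut at about 45% in these data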
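Material: GST/Flag-tagged HCV core106 proteins. Incubation: 4 h, 22.5 °C incubation. Read-out basis: inhibition (%) from 671 over 617 nm ratio. Measured by: TR-FRET, excitation 340 nm, emission 617 and 671 nm.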
AHR activator – AHR activators, primary screen, cell-based, luminescence, luciferase reporter, human; 320,000 compounds, 2.5% hits; activation, % at 5 µM; Aryl hydrocarbon receptor (Homo sapiens), P35869; AHR-responsive luciferase reporter cells; in the data active = activation above about 47%;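 also: 0% = vehicle wells and 100% = reference agonist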
PP5 primary – PP5 phosphatase inhibitors, primary screen, biochemical, fluorescence. Serine/threonine-protein phosphatase 5 (Homo sapiens), P53041. purified PP5c, OMFP substrate fluorescence. 320,000 compounds, 0.18% hits. inhibition, % at 6.7 µM;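 active = inhibition above the campaign's mean inhibition across all tested compounds plus 3 SD, cut at about 9.5% in these data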;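 also: 0% = DMSO only and 100% = 100 µM cantharidin control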
Target sequence (P53041 whole entry, looked up): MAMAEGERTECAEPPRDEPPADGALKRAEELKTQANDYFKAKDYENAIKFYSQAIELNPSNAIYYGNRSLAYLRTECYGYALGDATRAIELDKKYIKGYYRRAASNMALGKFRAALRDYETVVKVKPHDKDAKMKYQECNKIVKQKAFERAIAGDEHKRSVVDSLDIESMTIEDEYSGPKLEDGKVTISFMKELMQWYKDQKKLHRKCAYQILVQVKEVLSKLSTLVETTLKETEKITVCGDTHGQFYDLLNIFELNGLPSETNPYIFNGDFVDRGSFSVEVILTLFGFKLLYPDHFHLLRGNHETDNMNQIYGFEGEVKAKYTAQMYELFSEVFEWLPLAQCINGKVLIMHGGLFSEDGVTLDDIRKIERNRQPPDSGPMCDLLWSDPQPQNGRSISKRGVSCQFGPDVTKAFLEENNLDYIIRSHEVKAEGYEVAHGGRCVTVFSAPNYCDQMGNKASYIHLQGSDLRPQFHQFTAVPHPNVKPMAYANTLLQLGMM
PP1 counter – PP1-alpha phosphatase inhibitors, primary screen, counter-screen for PP5 inhibitor project, biochemical, fluorescence, OMFP substrate, single point; AID 2235, 2010; Serine/threonine-protein phosphatase PP1-alpha catalytic subunit (Homo sapiens), P62136; 320,000 compounds, 0.9% hits; inhibition, % at 6.7 µM; purified PP1alpha;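 active = inhibition above the mean inhibition of all tested compounds plus 3 SD, computed separately for each screening campaign, cut at about 15% in these data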
Target sequence (P62136 whole entry, looked up): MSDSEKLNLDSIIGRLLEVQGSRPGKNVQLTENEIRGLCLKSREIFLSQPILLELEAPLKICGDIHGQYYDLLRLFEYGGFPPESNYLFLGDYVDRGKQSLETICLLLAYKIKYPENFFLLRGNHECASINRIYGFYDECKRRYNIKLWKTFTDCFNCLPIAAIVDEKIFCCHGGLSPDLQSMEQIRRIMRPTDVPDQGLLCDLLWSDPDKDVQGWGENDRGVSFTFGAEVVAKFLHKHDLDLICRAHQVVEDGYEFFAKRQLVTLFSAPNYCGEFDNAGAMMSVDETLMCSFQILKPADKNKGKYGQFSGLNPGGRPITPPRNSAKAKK
Fh CTSL1 inh – Fasciola hepatica cathepsin L1 inhibitors, primary screen, counter-screen for PFM18AAP inhibitor project, biochemical, QFRET, fluorogenic peptide substrate; recombinant F. hepatica cathepsin L1, Z-Leu-Arg-MCA fluorescence; inhibition, % at 5.96 µM; 300,000 compounds, 0.49% hits;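 active = inhibition above the mean of all tested compounds plus 3 SD, set per screening campaign, cut at about 17% in these data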;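 also: 0% = plate median of test compound wells and 100% = 1 µM Z-Phe-Ala-diazomethylketone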
* = called active by the depositor; . = not tested or not shown.

SMILES	TPT1 inh	PAFAH2 FP inh	procasp3 activ	procasp7 counter	HCV core dimer	AHR activator	PP5 primary	PP1 counter	Fh CTSL1 inh
OCC(CO)(CO)n1cnnn1	-2	1	6	-4	0	0	-2.2	-5	-1
CCOc1ccc(CN(C)C(=O)CN2C(=O)NC(c3ccccc3)(c3ccccc3)C2=O)cc1	.	-1	4	-3	.	5	6.0	2	.
Cc1ccc(C)c(N2CCN(S(=O)(=O)c3ccc4c(c3)C(C)(C)C(=O)N4C)CC2)c1	0	7	0	4	12	0	5.7	1	-1
CC(=O)NS(=O)(=O)c1ccc(NC(=O)COc2cccc3c2OC(C)(C)C3)cc1	0	2	5	4	-1	-3	-0.1	-1	-3
COc1ccc(NC(=O)Nc2ccc(Br)cn2)cc1	0	-7	1	3	1	-6	-1.1	-4	-1
c1ccc(CSc2nnc(NC3=NCCCCC3)s2)cc1	0	8	1	11	1	7	3.7	-1	2
Cc1csc(NC(=O)C(Cc2ccccc2)n2cccc2)n1 (stereo not drawn)	2	-1	10	4	18	3	1.4	3	-3
Cc1ccccc1OCCC(=O)Nc1ccc2c(C)cc(=O)oc2c1	2	1	-1	12	-1	-17	1.8	2	3
Cc1ccc(-c2nnc(SCC(=O)N/N=C/c3ccccc3C(=O)O)n2C2CCCCC2)cc1	-4	-4	8	4	12	0	3.0	5	-3
CCCCCCCCc1nc(SC(C)C(=O)O)n[nH]1 (stereo not drawn)	-3	-3	10	-11	1	5	3.0	4	0
Nc1c(Cl)ncnc1NCCc1ccc(O)cc1	-2	-1	-3	5	-3	-2	1.4	-5	-1
COc1ccc(S(=O)(=O)Nc2cccc(-n3cnnn3)c2)cc1OC	-4	1	4	2	-8	16	-6.9	-9	-6
Cc1ccc(NC(=O)Cn2c(=O)oc3ccccc32)cc1C	-2	4	2	3	2	1	0.6	-1	1
O=CN1CC(=O)N(c2ccccc2)c2c([nH]c3ccccc23)C1	-7	-1	1	-4	-3	9	4.2	-1	2
COc1ccc(Cn2c(C3CC3)nc3ccc(NC(=O)C4CC4)cc3c2=O)cc1	-5	-3	-9	8	8	18	5.4	4	3
CCC(Sc1nccn1C)C(=O)Nc1cccc2ccccc12 (stereo not drawn)	3	0	6	9	-1	17	2.4	-1	-1
CCOC(=O)CC(NC(=O)c1cc2cccc(OC)c2oc1=O)c1ccc(OC)cc1 (stereo not drawn)	-1	3	0	-1	0	2	-0.2	6	1
CCN(CC)CCN(C(=O)c1ccc2c(c1)OCCO2)c1nc2ccc(C)cc2s1	-1	2	-7	13	-2	1	2.7	-2	0
N=c1c2c3c(sc2ncn1CCN1CCOCC1)CCCC3	-2	-1	10	8	3	13	0.2	3	1
CCOC(=O)c1c(C)[nH]c(C(=O)COC(=O)C2=NNC(=O)CC2)c1C	-4	-3	-4	1	-3	2	1.2	-1	-2
C=CC[C@@H](CC(=O)N(CCO)Cc1ccccc1)C(=O)N[C@H](COC(=O)[C@@H](CC=C)CC(=O)OC(C)(C)C)Cc1ccccc1	.	-1	8	-5	.	0	.	.	.
CCOC(=O)CSCC(=O)Nc1c(C(=O)C2CC2)oc2ccccc12	0	-18	1	3	-4	1	1.0	3	4
CCOc1ccc(/C=N/n2c(SC)nnc2-c2ccccc2)cc1OCC	-1	-7	12	-2	-4	5	2.9	3	2
COc1ccc(CNC(=O)C2CSC(=O)C2)cc1 (stereo not drawn)	-3	-4	2	-4	-1	-3	-0.4	-3	3
CCOC(=O)C1=C(N)N2C(=O)CSC2=C(C(=O)OC)C1	-1	-3	-1	9	-3	1	-2.1	-1	6
CCc1nnc(NS(=O)(=O)c2ccc(N/C=C/C(=O)c3ccc(C)cc3)cc2)s1	-2	7	-10	-5	21	10	1.2	-5	2
COc1ccc(C(=O)COC(=O)c2cc([N+](=O)[O-])ccc2N2CCOCC2)c(OC)c1	0	14	4	-1	14	-1	2.7	6	8
CCCCCOCC(O)CCC(=O)NN (stereo not drawn)	2	11	-8	0	-4	12	-0.4	-5	-7
CCCCCCCN1C(Nc2ccccc2)=NC[C@@H]1C	-3	-1	0	-16	-4	-1	4.0	2	-5
CC(C)CC(=O)Nc1ccc(N2CCN(C(=O)c3cccs3)CC2)cc1	2	-10	5	-1	-1	0	2.3	-3	-2
O=C(CSc1ccc(Cl)cc1)N1CCCC1	-2	-4	3	-4	0	-5	1.8	-1	-3
COCCN1C(=O)C(=O)/C(=C(/O)c2ccc(S(=O)(=O)N3CCOCC3)cc2)C1c1cccc(Cl)c1 (stereo not drawn)	3	-3	0	-10	5	2	-1.9	0	2
Cc1nc2nc(SCC(=O)NCc3ccco3)nn2c(C)c1Cc1ccccc1	0	3	-4	-3	27	3	3.2	1	2
CC(C)OC(=O)CSc1n[nH]c(-c2cccnc2)n1	0	-5	1	2	-5	3	1.6	-3	-2
O=C(CN1CCCC1=O)NC1CCCc2c1cnn2-c1cc(F)cc(F)c1 (stereo not drawn)	-1	0	5	13	3	-2	-0.7	0	1
CCOc1cccc2sc(N(CCN(C)C)C(=O)c3ccc4ccccc4c3)nc12	-2	8	-5	7	9	0	-0.2	0	4
CC(Oc1ccccc1F)C(=O)NNC(=O)C1CC(=O)N(c2ccc3c(c2)OCCO3)C1 (stereo not drawn)	4	0	8	10	2	9	-0.7	-6	-1
CCN1C(=O)/C(=C\N2CCN(c3cccc(Cl)c3)CC2)SC1=S	-2	2	5	-3	-2	-3	2.1	-1	4
Cc1onc(-c2c(Cl)cccc2Cl)c1C(=O)Nc1nc(C(C)(C)C)cs1	3	5	-6	-3	2	2	4.5	3	1
COc1ccc(-c2nnc3sc(COc4ccc(C)cc4)nn23)cc1	1	-1	5	5	17	4	4.9	9	2
C=CCc1ccc(OCCOCCOc2cccc3ccc(C)nc23)c(OC)c1	-5	-6	-7	-12	-5	3	2.7	3	0
Cc1ccc(C)c(S(=O)(=O)N2CCN(C(=O)c3ccnn3C)CC2)c1	-3	3	5	-2	-2	3	-0.9	-3	0
CC1CCCC(NC(=O)CCS(=O)(=O)c2cc3c(cc2Cl)NC(=O)CO3)C1C (stereo not drawn)	-5	1	-3	-2	0	0	0.2	0	-4
COc1ccc(Cc2nc3ccccc3[nH]2)cc1OC	-2	8	0	15	-5	6	-2.8	4	5
CC(=O)c1cccc(NC(=O)CN2C(=O)COc3ccc(Cl)cc32)c1	-2	4	-5	-10	1	-1	-0.4	-4	4
CSc1nc(C(=O)N2CCCC(C(=O)c3ccc(Cl)cc3)C2)cs1 (stereo not drawn)	-2	5	7	6	-2	3	1.8	1	-5
O=C(CSC1=NCCS1)N1CCOCC1	-1	0	0	8	-8	0	0.8	0	-1
Cc1ccc(N2CC(C(=O)Oc3cccc(N4C(=O)CCC4=O)c3)CC2=O)cc1 (stereo not drawn)	-6	-8	5	2	-5	-2	4.0	2	-21
C=CCn1c(=O)[nH]c2cc(C(=O)N3CCN(c4cccc(Cl)c4)CC3)ccc2c1=O	-2	-7	3	-1	31	3	1.4	8	-2
O=C(Nc1cccc(/C=C/c2nc3ccccc3c(=O)[nH]2)c1)c1ccccc1Cl	0	-28	3	2	9	-1	1.5	10	0

Other compounds
SMILES	TPT1 inh	PAFAH2 FP inh	procasp3 activ	procasp7 counter	HCV core dimer	AHR activator	PP5 primary	PP1 counter	Fh CTSL1 inh
Nc1ccc(N2C(=O)c3ccccc3C2=O)c(Cl)c1	-4	8	11	1	-188	-2	1.7	0	11
Cc1nc(N2CCCCC2)c2c(C)c(C(=O)Nc3ccccc3C(F)(F)F)sc2n1	1	-15	5	-1	-18	-4	2.3	-10	4
COc1ccc(CNC(=O)CSc2nnc(C)n2-c2ccc(F)cc2)cc1	-2	4	2	6	0	-2	0.9	1	1
CC(=O)OCCn1c(Br)nc2c1c(=O)[nH]c(=O)n2C	3	3	8	6	-7	1	1.0	-2	2
CCOC(=O)c1n[nH]c2ccccc12	-1	-7	-4	15	-4	2	2.6	-4	-2
COc1cccc(CN(C)C(=O)c2ccccc2Sc2ccccc2C#N)c1	-1	9	6	-2	8	9	1.5	3	1
Cc1cc(C)cc(S(=O)(=O)c2cn(C)c3cc(N4CCN(C)CC4)c(F)cc3c2=O)c1	-5	6	2	6	-4	1	-0.4	1	7
O=c1c(Cc2ccccc2)c(O)ccn1Cc1ccco1	2	-19	10	6	-6	0	-3.8	-3	0
O=C(CC(Cc1ccccc1)C(=O)O)Nc1ccc(F)cc1 (stereo not drawn)	2	6	1	3	13	-1	1.1	-4	-1
O=C(COC(=O)c1ccccc1)Nc1ccccc1N1CCOCC1	1	8	-4	1	4	0	1.7	-1	1
COc1ccc(C(=O)NCCNc2nc3cc(C)c(C)cc3cc2C)cc1	3	7	-3	-10	-4	63*	2.6	3	7
O=C(NC1CCCC1)C(c1ccccn1)N(C(=O)c1csnn1)C1CC1 (stereo not drawn)	-2	1	-6	5	-1	-3	1.2	-5	0
Cc1cc(OC(C)C(=O)N(Cc2ccco2)C2CCS(=O)(=O)C2)ccc1Cl (stereo not drawn)	0	-2	-1	1	1	0	0.1	-4	1
CCOC(=O)N1CCN(C(=O)c2cn(CC(C)C)c(=O)c3c2c2ccccc2n3C)CC1	0	3	13	-2	0	0	-1.3	-5	-2
CCOc1ccc(/C=C/C(=O)N2CCOCC2)cc1OC	-4	3	-1	-2	-12	8	2.0	-1	1
Cc1ccc(N(C)C(=O)CCS(=O)(=O)c2ccc3c(c2)oc(=O)n3C)cc1	0	8	9	3	-6	2	-0.7	-5	-2
O=C(O)c1cc(-c2cccs2)nc2ccc(F)cc12	-4	-6	-4	-5	0	1	-4.4	5	6

Some of these compounds in order of count of non-hydrogen atoms, lowest first.
SMILES	TPT1 inh	PAFAH2 FP inh	procasp3 activ	procasp7 counter	HCV core dimer	AHR activator	PP5 primary	PP1 counter	Fh CTSL1 inh
O=C(O)c1cc(-c2cccs2)nc2ccc(F)cc12	-4	-6	-4	-5	0	1	-4.4	5	6
CCOc1ccc(/C=C/C(=O)N2CCOCC2)cc1OC	-4	3	-1	-2	-12	8	2.0	-1	1
O=C(NC1CCCC1)C(c1ccccn1)N(C(=O)c1csnn1)C1CC1 (stereo not drawn)	-2	1	-6	5	-1	-3	1.2	-5	0
Cc1ccc(N(C)C(=O)CCS(=O)(=O)c2ccc3c(c2)oc(=O)n3C)cc1	0	8	9	3	-6	2	-0.7	-5	-2
